# MITF primary: blocks human microphthalmia-associated transcription factor | AlphaScreen MITF homodimerization, bead proximity signal | inhibition, % at 2.6 µM | 650,000 tested, 0.91% active | O75030; in the data active = inhibition above about 50%;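 also: 0% = vehicle wells with protein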
# TEAD-YAP block: TEAD-YAP interaction inhibition | HEK-TIYL cells, TEAD-Gal4/YAP UAS-luciferase luminescence | inhibition, % at 9.12 µM | 640,000 tested, 1.4% active; in the data active = inhibition above about 32%;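 also: 0% = median of test compound wells and 100% = reference inhibitor wells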
# FBW7 act: human FBW7 E3 ligase activation, primary screen. Q969H0. AlphaScreen FBW7–phospho-cyclin E peptide binding, activator screen. normalized activity (activation), % at 26.1 µM. 650,000 tested, 0.13% active; in the data active = normalized activity above about 1.9%;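 also: purified mutant Fbw7 with reduced substrate affinity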
# Target sequence (Q969H0 whole entry, looked up): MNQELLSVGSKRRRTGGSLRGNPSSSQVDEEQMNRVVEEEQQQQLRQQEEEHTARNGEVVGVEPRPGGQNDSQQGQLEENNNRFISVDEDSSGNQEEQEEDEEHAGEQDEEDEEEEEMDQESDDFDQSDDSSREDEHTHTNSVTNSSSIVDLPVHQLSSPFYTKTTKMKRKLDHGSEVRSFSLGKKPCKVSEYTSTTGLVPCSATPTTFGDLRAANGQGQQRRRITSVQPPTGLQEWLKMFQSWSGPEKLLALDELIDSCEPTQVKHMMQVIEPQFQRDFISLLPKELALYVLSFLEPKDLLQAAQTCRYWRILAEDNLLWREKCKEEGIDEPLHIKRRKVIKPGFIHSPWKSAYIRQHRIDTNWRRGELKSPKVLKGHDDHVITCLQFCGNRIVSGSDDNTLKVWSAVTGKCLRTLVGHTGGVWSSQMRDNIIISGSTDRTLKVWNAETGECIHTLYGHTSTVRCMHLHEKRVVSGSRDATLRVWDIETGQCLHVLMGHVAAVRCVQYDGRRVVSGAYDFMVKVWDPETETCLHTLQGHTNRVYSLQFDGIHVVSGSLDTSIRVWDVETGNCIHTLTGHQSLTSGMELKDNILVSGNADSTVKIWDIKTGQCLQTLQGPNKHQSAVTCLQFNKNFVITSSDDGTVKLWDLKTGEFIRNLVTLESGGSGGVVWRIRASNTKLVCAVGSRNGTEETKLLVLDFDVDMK
# GPR151 activ: activators of human GPR151; PathHunter beta-arrestin GPR151 cells, luminescence; activation, % at 11.2 µM; 650,000 tested, 1% active; AID 1508602; in the data active = activation above about 4.9%;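 also: 0% = median of compound wells and 100% = cells with positive control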
# Target sequence (Q8TDV0 whole entry, looked up): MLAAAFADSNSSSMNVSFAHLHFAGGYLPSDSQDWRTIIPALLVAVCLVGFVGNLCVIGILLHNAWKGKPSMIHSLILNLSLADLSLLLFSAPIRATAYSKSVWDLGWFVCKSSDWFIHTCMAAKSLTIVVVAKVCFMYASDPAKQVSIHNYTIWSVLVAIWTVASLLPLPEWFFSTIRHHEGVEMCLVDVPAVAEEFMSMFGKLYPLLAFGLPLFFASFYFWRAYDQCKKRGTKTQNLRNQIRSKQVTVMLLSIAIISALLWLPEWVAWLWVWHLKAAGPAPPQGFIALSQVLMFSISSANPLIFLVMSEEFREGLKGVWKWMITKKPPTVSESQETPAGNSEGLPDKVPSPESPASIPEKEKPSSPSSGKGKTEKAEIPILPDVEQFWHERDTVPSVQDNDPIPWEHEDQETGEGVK
# Starred values were filed as active, the others as inactive; & = joins results of further samples.
# Below each compound: MITF primary	TEAD-YAP block	FBW7 act	GPR151 activ
Cc1ccc(/C=N/NC(=O)CSc2nnc(C)n2-c2ccccc2)o1
→ 6	2	-0.1	0.6
CC12CCC3C(C1)C(C(=O)O2)C(=O)OC3(C)C (stereo not given)
→ 11	-4	0.8	-1.0
O=C1c2ccccc2C(=O)N1CC(O)COc1ccc(Br)cc1 (stereo not given)
→ 1	-13	0.0	0.2
COc1ccc2oc(=O)c(-c3csc(NC4CCCCC4)n3)cc2c1
→ 7	0	0.3	0.7
O=c1c(Cl)c(Cl)cnn1CN1CCOCC1
→ 1	-5	-0.3	0.6
Fc1ccccc1/C=N\N1CCN(c2ccccc2)CC1
→ 17	-20	-0.1	-0.9
Nc1cccc(-c2cncc(C(=O)NCc3nc4ccccc4[nH]3)c2)c1
→ 16	4	-0.1	0.8
Cc1ccc(OCCSc2nc3ncnc(N)c3[nH]2)c(C(C)C)c1
→ -13	2	-0.2	-0.1
CCc1cc2c(=O)c(-c3nc4ccccc4[nH]3)coc2c(CN(CC)CC)c1O
→ 20	7	-0.1	-1.4
Cc1cnc(NC2CCC(O)CC2)nc1NCc1cccnc1 (stereo not given)
→ -7	0	0.0	-1.5
CC1=C(C(=O)Nc2ccc(C(=O)NC3CCCC3)cc2)SCCO1
→ 9	5	0.0	3.7
Cc1nnc(C)n1/N=C/c1ccc(N2CCN(Cc3ccccc3)CC2)c([N+](=O)[O-])c1
→ 2	-2	0.0	0.3
CCN1CCN(c2cc3c(cc2F)c(=O)c(C(=O)O)cn3C2CC2)CC1
→ 11&11	-3&0	-0.1&-0.2	-0.5&3.3
CCOC(=O)CCCC(=O)N1CCOCCOCCN(C(=O)CCCC(=O)OCC)CCOCCOCC1
→ 6	-1	-0.1	-0.2
CCN(Cc1ccccc1)S(=O)(=O)c1ccc(F)c(C(=O)Nc2cc(C)cc(C)c2)c1
→ 17	18	1.4	-1.2
O=C(Nc1ccnc2ccc(Cl)cc12)c1cccc(S(=O)(=O)N2CCOCC2)c1
→ 1	28	-0.2	0.9
CCCNC(=O)c1ccc2nc(N3CCc4ccccc4C3)sc2c1
→ 5	-55	0.0	-1.6
COc1cc(/C=N/n2nnnc2N)cc(I)c1O
→ 1	5	0.0	1.4
CCCCCSc1ncnc2c1c(-c1ccccc1)cn2-c1ccc(OC)cc1
→ -1	0	0.0	0.0
CCOC(=O)c1cnn(-c2ccc(OC)cc2)c1CN1CC2CCC1C2 (stereo not given)
→ -5	-10	-0.1	-1.4
CCOC(=O)c1ccc(COC(=O)CNS(=O)(=O)c2ccc([N+](=O)[O-])cc2)cc1
→ 15	-2	0.7	0.0
O=C(c1ccc(F)c(F)c1)N1CCN(S(=O)(=O)c2cc3c4c(c2)CCN4C(=O)CC3)CC1
→ -12	3	0.0	2.1
CCOc1ccc(CCNC(=O)Cc2noc3ccc(C)cc23)cc1
→ 7	7	0.1	2.3
CC(C)(C)NC(=O)C(c1ccc(F)cc1)N(C(=O)c1csnn1)c1ccccc1 (stereo not given)
→ 17	-10	1.3	1.1
Cc1nc2c(c(C)nn2C(C)(C)C)c(C)c1CCC(=O)Nc1ccc2c(c1)OCCO2
→ 6	-46	0.1	-1.0
NCCC1CCCC(CCN)N1 (stereo not given)
→ -3	-4	0.1	-0.7
CC(=O)C1=C(c2ccc(C(C)(C)C)cc2)N(C(C)=O)n2c(C)nnc2S1
→ 1	39*	-0.1	-1.4
COc1ccccc1NC(=O)C1=C(C)NC(SCC(=O)Nc2cccc(Br)c2)=C(C#N)C1c1ccco1 (stereo not given)
→ 10	3	-0.1	0.8
CC1(C)CC(=O)C2=C(C1)Nc1ccc(C(=O)c3ccccc3)cc1NC2c1cccc(Cl)c1 (stereo not given)
→ 13	4	0.1	-1.1
COc1cc(/C=C2/C(=O)NC(=O)N(c3cccc(C)c3)C2=O)ccc1OCC(=O)O
→ 13	8	0.5	-0.5

# Some of these compounds in order of number of heavy atoms, descending.
# Below each compound: MITF primary	TEAD-YAP block	FBW7 act	GPR151 activ
Cc1nc2c(c(C)nn2C(C)(C)C)c(C)c1CCC(=O)Nc1ccc2c(c1)OCCO2
→ 6	-46	0.1	-1.0
CCOC(=O)c1ccc(COC(=O)CNS(=O)(=O)c2ccc([N+](=O)[O-])cc2)cc1
→ 15	-2	0.7	0.0
NCCC1CCCC(CCN)N1 (stereo not given)
→ -3	-4	0.1	-0.7

# Other results follow:
# Below each compound: MITF primary	TEAD-YAP block	FBW7 act	GPR151 activ
O=C(Nc1nc2ccc([N+](=O)[O-])cc2s1)c1ccc(S(=O)(=O)N2CCCC2)cc1
→ 15	6	0.9	0.5
NC(CC(O)c1ccc([N+](=O)[O-])cc1)C(Cl)(Cl)Cl (stereo not given)
→ 2	-8	0.3	2.3
Cc1c(CNC2CCc3c(sc4ncn(CCC(C)C)c(=O)c34)C2)cnn1C (stereo not given)
→ 6	12	0.1	-0.1
COc1cccc(CNC(=O)CCS(=O)(=O)c2cccs2)c1
→ 6	-1	0.0	1.6
NC(=O)c1c(NC(=O)CSc2ncnc3sc4c(c23)CCC4)sc2c1CCCC2
→ 3	13	0.2	-0.4
Cc1cccc(C)c1-n1nnnc1C(c1ccc([N+](=O)[O-])cc1)N(C)Cc1ccccc1 (stereo not given)
→ 1	4	0.0	0.4
CC(NC(=O)Cc1ccccc1Cl)c1nc(-c2cccnc2)n[nH]1 (stereo not given)
→ -1	-4	0.3	-0.2
O=C(Cc1coc2ccc3ccccc3c12)NCc1ccccc1
→ -2	-18	0.0	-0.2
CCN(CC)c1ccc(/C=C2/NC(=S)NC2=O)cc1
→ 7	-12	0.0	-1.0
O=C(O)c1cccc(-c2ccc(/C=N/N3C(=O)C4C(C3=O)C3C=CC4C34CC4)o2)c1 (stereo not given)
→ 0	-12	0.0	-2.1
CC(=O)Nc1ccc(/C=c2\sc3nc4ccccc4n3c2=O)cc1
→ 11	57*	-0.1	-0.2
COc1ccc(NC(=O)Cn2nnc(-c3ccncc3)n2)c(OC)c1
→ 11	0	-0.1	0.1
Cc1ccc(S(=O)(=O)N2CCCC2CNC(=O)C(=O)Nc2ccccc2C#N)cc1 (stereo not given)
→ -6	5	0.0	-1.1
CCNC(=O)C1Cc2ccccc2N1C(=O)c1ccc(Br)o1 (stereo not given)
→ 4	6	-0.2	-0.2
CCCC1(C(=O)OC)NC(c2ccccc2C)C2C(=O)N(C)C(=O)C21 (stereo not given)
→ 11	-4	0.0	0.1
COc1ccccc1NC(=O)c1ccc2c(=O)n(-c3ccc(OC)c(OC)c3)c(=S)[nH]c2c1
→ -4	-1	0.0	-0.3
Cc1ccc2nc3c(cc(C(=O)NC(C)c4ccccc4)c(=N)n3C(C)C)c(=O)n2c1 (stereo not given)
→ 28	14	-0.2	1.1
CCn1c(N2CCCC(C(=O)Nc3nnc(C)s3)C2)nc2ccccc21 (stereo not given)
→ 6	4	-0.1	2.3
CCN1c2ncccc2C(=O)NC12CCN(Cc1ccco1)CC2
→ 16	2	-0.1	0.3
Cc1sc2nc(C)n(Cc3ccc(C(F)(F)F)cc3)c(=O)c2c1C
→ 15	-4	-0.2	1.3
COc1ccc(C2CC(C(F)(F)F)n3ncc(C(=O)Nc4ccc(OC)c(OC)c4)c3N2)cc1 (stereo not given)
→ 0	-6	-0.2	0.3
O=C(NOCCOCCOCCONC(=O)c1ccccc1)c1ccccc1
→ 6	19	0.3	0.9
CCOC(=O)N1CCN(CC(=O)c2ccc3c(c2)CCN3C(C)=O)CC1
→ -2	-3	-0.1	0.9
COc1ccc(-c2ocnc2C(=O)NC(C)c2ccccn2)cc1 (stereo not given)
→ -5	-8	-0.1	0.5
N#CC1=C(N)Oc2c(oc(CO)cc2=O)C12C(=O)Nc1ccc([N+](=O)[O-])cc12 (stereo not given)
→ -4	7	-0.3	2.1
Cc1ccc(-c2cc(C(=O)O)c3ccccc3n2)o1
→ 27	-4	-0.1	0.8
O=C1N=C(N2CCCC2)S/C1=C/c1cccc(Cl)c1
→ 5	-4	0.0	0.8
CC1(C)CC2CC(C)(CN2C(=O)COC(=O)c2ccc(O)cc2)C1 (stereo not given)
→ 17	8	0.0	0.0
CCC(=O)NC1=NC(=O)/C(=C/c2cn(C(=O)CC)nc2-c2ccc(F)cc2)S1
→ 9	13	-0.1	0.6
CCOC(=O)c1ccc(NC(=O)COc2ccc(Br)cc2C(=O)O)cc1
→ 9	8	0.0	-0.3
COc1ccc(N2CC(NC(=O)N3CCC(Cc4ccccc4)CC3)CC2=O)cc1 (stereo not given)
→ 10	20	0.4	-2.3
O=C(O)CN1C(=O)/C(=C\c2cccnc2)SC1=S
→ 1	-7	-0.1	-1.2
COCCOC(OCCOC)(C(=O)c1ccccc1)c1ccccc1
→ 13	-5	0.2	-0.8
O=[N+]([O-])c1ccc(N2CCCC2)cc1N1CCN(S(=O)(=O)c2ccccc2)CC1
→ 14	6	-0.1	-1.4
CCOc1ccc(CN2CCC(n3nccc3NC(=O)C(OC)c3ccccc3)CC2)cc1 (stereo not given)
→ 5	11	-0.1	-0.5
CCOc1ccc(NC(=O)CCCn2c(=S)[nH]c3ccsc3c2=O)cc1
→ -4	-1	0.0	1.3
CCOc1cc(C=O)ccc1Oc1ccc([N+](=O)[O-])cn1
→ 5	22	0.1	-1.1
COc1ccc(-n2nc(C(=O)N(C)c3ccc(C(C)C)cc3)c3ccccc3c2=O)cc1
→ 5	-2	-0.1	0.1
CCN(CC)c1ccc(/C=C2/C(=O)ON=C2c2ccccc2)cc1
→ 36	14	0.0	-1.3
COc1ccc([N+](=O)[O-])cc1NC(=O)c1sc2ncn(CC(=O)N3CCCCC3C)c(=O)c2c1C (stereo not given)
→ -5	0	0.0	-0.9
Cc1ccc(Cn2nnc3c(=O)n(CC(=O)Nc4cc(C)cc(C)c4)cnc32)cc1
→ -6	6	0.2	0.9
CC(C)CCNC(=O)C(=O)Nc1cccc(F)c1
→ -4	-85	-0.1	1.5
COc1cc(Nc2ccn3ncc(-c4ccsc4)c3n2)cc(OC)c1OC
→ 5	-12	0.2	-0.5
COc1cc(CNC(C)(C)CO)cc(Cl)c1OCC(=O)NC(C)(C)C
→ -2	8	-0.1	1.1
COC(=O)N/N=C/c1ccc(OCc2ccccc2)c(OC)c1
→ -3	-33	0.1	-1.0
CCOC(=O)c1sc(NC(=O)c2ccc(S(=O)(=O)N(CC)CC)cc2)nc1-c1ccccc1
→ 3	0	-0.1	-0.5
CCCCN1C(=O)C2C(C(=O)Nc3ccc(OC)cc3)C3C=CC2(O3)C1C(=O)NC1CCCCC1 (stereo not given)
→ 10	0	0.3	-0.9
Cc1ccc2c(c1Br)C1(C(=O)N2)C(C#N)=C(N)Oc2cc(N)ccc21 (stereo not given)
→ -7	9	0.0	-0.3
O=C(O)Cc1ccc2c(c1)N(S(=O)(=O)c1cccs1)CC(C(=O)O)O2 (stereo not given)
→ 0	2	0.5	0.8
COCCNc1nc(CN2CCN(C=O)CC2)nc2ccc(Cl)cc12
→ 19	-1	0.5	0.2
NNC(=O)CCCNS(=O)(=O)c1ccc([N+](=O)[O-])cc1
→ 0	0	-0.1	5.7*
Cn1c(SCc2ccccc2)nc2cccnc21
→ -1	-89	0.5	-1.7
Cc1cc(C)c([N+](=O)[O-])c(C)c1C1C(C#N)=C(N)Oc2n[nH]c(C)c21 (stereo not given)
→ 5	12	0.3	0.0
Cc1cc2ncn(CCC(=O)N3CCc4ccccc4C3)c2cc1C
→ -10	11	-0.1	0.2
Oc1cnc(Nc2nc3ccccc3s2)[nH]1
→ -8	6	0.1	-0.5
O=C(NNC(=O)c1cccnc1SCc1cccc([N+](=O)[O-])c1)c1ccco1
→ 1	-3	0.0	-1.1
CCn1nnc(-c2ccccc2NS(=O)(=O)c2ccccc2)n1
→ -2	-10	0.0	0.0
NC(=O)c1ccc[n+]([C@@H]2O[C@H](COP(=O)(O)OP(=O)(O)OC[C@H]3O[C@@H](n4cnc5c(N)ncnc54)[C@H](O)[C@@H]3O)[C@@H](O)[C@H]2O)c1
→ 15&16	8	0.0&0.1	0.4&-1.2
COc1ccc(-c2nc(C(=O)NCCc3ccc(O)cc3)cs2)cc1
→ -6	2	-0.1	0.4
O=C(CCC(=O)Nc1ccc(Br)cc1)N/N=C/C=C/c1ccccc1
→ 20	9	0.3	0.1

# Continued.
# Below each compound: MITF primary	TEAD-YAP block	FBW7 act	GPR151 activ
COc1ccc(NC(=O)c2c(Cl)nc(Cl)c([N+](=O)[O-])c2C)cc1
→ 6	17	0.2	1.2
COc1ccc2nc(N3CCN(C(=O)C4CCCN4S(=O)(=O)c4cccs4)CC3)sc2c1 (stereo not given)
→ -6	4	0.0	-0.3
O=C1/C(=C/c2cccs2)SC(=S)N1C1CCS(=O)(=O)C1 (stereo not given)
→ -3	1	-0.1	-0.2
COc1ccc(CC(=O)Nc2c3c(nn2-c2ccc(F)cc2)CS(=O)(=O)C3)cc1OC
→ 2	-1	-0.1	1.1
CC(C)(O)CC1C(C)(O)CCC2C(C)(C)CCCC21C (stereo not given)
→ 9	-2	0.2	1.9
CN(C)S(=O)(=O)c1ccc(S(=O)(=O)NCc2ccccc2Cl)cc1
→ 10	-6	-0.1	2.7

# A different layout for 3 compounds above:
Molecule: COc1ccc(CC(=O)Nc2c3c(nn2-c2ccc(F)cc2)CS(=O)(=O)C3)cc1OC
  MITF primary: 2 | TEAD-YAP block: -1 | FBW7 act: -0.1 | GPR151 activ: 1.1
Molecule: COc1ccc(NC(=O)c2c(Cl)nc(Cl)c([N+](=O)[O-])c2C)cc1
  MITF primary: 6 | TEAD-YAP block: 17 | FBW7 act: 0.2 | GPR151 activ: 1.2
Molecule: O=C1/C(=C/c2cccs2)SC(=S)N1C1CCS(=O)(=O)C1 (stereo not given)
  MITF primary: -3 | TEAD-YAP block: 1 | FBW7 act: -0.1 | GPR151 activ: -0.2

# Screens: PubChem, The Scripps Research Institute Molecular Screening Center
